# Lipid storage S3: qHTS Assay for Lipid Storage Modulators in Drosophila S3 Cells. Drosophila S3 cells, BODIPY lipid droplet fluorescence, 18-24 h; cells fed with added oleic acid. Potency in µM for hits, for the others lipid storage change, negative = inhibition, % at the top dose, mostly 46.1 µM. 0.64% of 320,000 active. AID 2685; active means well fitted inhibition curve with a large enough effect in the signal ratio, with a control signal flat, not every such curve was filed as active; inconclusive means small, poorly fitted or top-dose-only effect, or effect the other way, or a change in a side signal; the % refers to the signal ratio
#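 Laser-scanning cytometry quantifies lipid droplet accumulation (500–530 nm total intensity; droplet/cell object ratio) in oleic acid-fed (400 uM added) Drosophila S3 cells treated with a concentration series. 20 uM Triacsin C defined 100% inhibition.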
# Lipid storage S3 cell count max: recorded beside Lipid storage S3, whose call it bears; cell number change, %; measured here: cell count max response;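 cells counted by Cell Tracker Red CMTPX staining in the red channel; peak over a dose series mostly up to 46.1 µM; percent activity relative to internal control wells on each plate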
# Starred values were filed as active, the others as inactive; i = inactive; ? = inconclusive; . = no result given; [ ] = remark or other dose. On the % scale 0 is the no-effect control and ±100 the full control effect; potency means the concentration at half of the fitted maximal effect.
# Values in the order: Lipid storage S3 | Lipid storage S3 cell count max
COc1cc(NC(=S)N2CCN(C)CC2)c(OC)cc1Cl
  ? | .
CC1=NNC(=O)C1CCC(=O)N/N=C/c1ccc(Cl)cc1Cl (centres undefined)
  ? | .
Cc1ccccc1NC(=O)c1nc2nccc(C)n2n1
  ? | .
COc1cc2nc(Nc3ccc(F)cc3)nc(N)c2cc1OC
  ? | .
O=C(CCCCCn1c(=S)[nH]c2ccc(N3CCOCC3)cc2c1=O)NCc1ccccc1
  ? | .
Cc1sc2nc(SCc3nc4ccccc4[nH]3)n(Cc3ccco3)c(=O)c2c1C
  i | -7
COc1cccc(/C=C/C(=O)c2c(O)cc(C)oc2=O)c1O
  ? | .
C=C(C)CN(CC)C(=O)CSc1ccc(S(=O)(=O)N2CCN(Cc3ccccc3)CC2)cn1
  15% | 0
Cc1nn(-c2cc(C(F)(F)F)ccc2Cl)c2nc(C(F)(F)F)[nH]c(=O)c12
  -5% | -10
Nc1c(S(=O)(=O)c2cccs2)c2nc3ccccc3nc2n1CCc1ccccc1
  ? | .
O=C(Nc1ccccc1)C1=C[C@@H](c2csc3ccccc23)C[C@@H](OCc2ccc(CO)cc2)O1
  -11% | -12
Cc1ccc(NC(=O)c2ccc(-n3cccn3)nc2)cc1
  ? | .
CCOc1ccccc1NC(=O)CSc1nnc(CNC(=O)c2cc(OC)c(OC)c(OC)c2)o1
  i | .
O=C(NCCC(=O)N1CCCC(C(F)(F)F)C1)c1ccccc1Cl (centres undefined)
  i | 19
CCCCN1C(=O)C(NC(C)=O)c2cc(Br)ccc21 (centres undefined)
  ? | .
CCOC(=O)C(=CNc1cc(C)nn1-c1ccccc1)C(=O)OCC
  ? | .
Cc1ccc(CNC(=O)CNS(=O)(=O)c2ccc3nc(C)sc3c2)cc1
  7% | 6
CCn1c(COc2ccc(=O)n(-c3ccccc3)n2)nnc1SC
  ? | .
O=C(c1ccc(CS(=O)Cc2ccc(Cl)cc2)o1)N1CCN(c2ccccn2)CC1 (centres undefined)
  ? | .
Cn1nc(C(F)(F)F)cc1-c1ccc(/C=C(\C#N)C(=O)c2ccccc2)s1
  ? | .
O=C(Nc1ccc(Oc2cccnc2)cc1)C1CCN(Cc2ccc(F)cc2)CC1
  ? | .
Cc1ccc(/C=C/C(=O)N2CC(=O)Nc3ccccc32)o1
  i | .
CN(C)S(=O)(=O)c1cc(C(=O)Nc2ccccc2C(=O)NC2CC2)ccc1Cl
  ? | .
CC1=C(C(=O)OCc2ccc(C)cc2)C(c2ccc(O)c([N+](=O)[O-])c2)NC(=O)N1 (centres undefined)
  13% | .
COc1ccc(OC)c(/C=N/NC(=O)CC(=O)NC2CCCCC2)c1
  ? | .
CC(=O)Nc1cccc(NC(=O)C2CC(=O)N(CCc3ccc(F)cc3)C2)c1 (centres undefined)
  i | 20
Cc1cc(C)c2c(c1)/C(=N/NS(=O)(=O)c1ccc(Br)cc1)CCC2
  ? | .
COC(=O)c1ccc(CN2CCCC(C(=O)Nc3cccc(-n4cccn4)c3)C2)cc1 (centres undefined)
  ? | .
Nc1nc(Nc2ccccc2)sc1C(=O)c1ccccc1
  ? | .
CC1CCCN(C(=S)Nc2ccc(F)cc2)C1 (centres undefined)
  ? | .
CCOC(=O)C1C(C)=CC(=O)CC1c1ccco1 (centres undefined)
  ? | .
CCOC(=O)NNc1ccc(C(F)(F)F)cn1
  ? | .
COc1ccc(C(C(=O)NC2CCCC2)N(C(=O)CNC(=O)c2ccco2)c2cccnc2)cc1 (centres undefined)
  ? | .
CCCN1C(=O)C(NC(C)=O)c2cc(OC)ccc21 (centres undefined)
  -10% | -2
Cc1ccccc1C(=O)N1CCC(C(=O)NCCc2ccc(S(N)(=O)=O)cc2)CC1
  ? | .
Cc1c(N=Cc2ccc(-c3ccc(Cl)cc3)o2)c(=O)n(-c2ccccc2)n1C
  ? | .
CC(=O)c1ccc(S(=O)(=O)N2CCN(C(=O)CCC3CCCC3)CC2)cc1
  ? | .
CCCOc1ccc(Cl)cc1CN1CCOCC1
  ? | .
O=S(=O)(N/N=C1\CC(c2ccccc2)Oc2ccccc21)c1ccccc1 (centres undefined)
  1% | 10
COc1ccccc1C(=O)N/C(=C\c1ccc2c(c1)OCO2)C(=O)NCCc1nc2ccccc2[nH]1
  ? | .
COC(=O)COc1ccc(Oc2nc(SC)nc(N(C)C)n2)nn1
  ? | .
COc1cc(NC(=O)c2cc([N+](=O)[O-])ccc2NC(=O)CN2CCN(c3ccccn3)CC2)cc(OC)c1
  ? | .
O=C(NCc1ccccc1F)C1CCCN(C(=O)Nc2ccc(F)cc2)C1 (centres undefined)
  i | 2
COc1ccc(/C=N/NC(=O)c2ccc(COc3ccccc3Cl)o2)c(OC)c1C
  ? | .
CSCCC(NS(=O)(=O)c1ccc(C)c(C(=O)O)c1)C(=O)O (centres undefined)
  ? | .
Cc1sc2c(c1C)c(=O)n(-c1cccc(C(F)(F)F)c1)c(=O)n2CC(=O)NCc1ccco1
  ? | .
CCN1CCN(c2nc(C)c3c(n2)CCCC3=O)CC1
  1% | 25
CC1CCN(C(=O)COC(=O)C(C)N2C(=O)c3ccccc3C2=O)CC1 (centres undefined)
  -8% | 10
CCOC(=O)C1CCCN(c2c(NCCc3ccc(C)cc3)c(=O)c2=O)C1 (centres undefined)
  ? | .
O=C(Cn1cnc2c(nnn2Cc2ccc(F)cc2)c1=O)OCc1ccccc1
  7% | 0
COc1ccc(Cn2c(=O)cc(N)n(-c3ccccc3C)c2=O)cc1
  6% | 1
CCCS(=O)(=O)Nc1cccc(-c2ccc3nnc(C)n3n2)c1
  5% | 7
Cc1ccc(NC(=O)CCn2c(=O)[nH]c3ccsc3c2=O)cc1C
  -100% | -9
CC(C)c1ccc(OCC(=O)NCc2ccco2)cc1
  -14% | 1
Cc1cccc(-n2nnc(C(=O)NC3CCCc4ccccc43)c2N)c1 (centres undefined)
  -21% | -17
CCN(CC(=O)NCc1ccc(Cl)cc1)C(=O)C(C)Sc1ccccc1 (centres undefined)
  0% | 0
Cc1ccc(CN(Cc2cccnc2)C(=S)Nc2cccc(Cl)c2C)cc1
  i | .
O=C(CSc1nnc(-c2ccc(C(F)(F)F)cn2)s1)c1ccccc1
  10% | 2
COc1cc2cc(CCCOC(=O)CCCC(=O)O)oc(=O)c2cc1OC
  ? | .
CCOC(=O)c1ccc(Oc2c(C)oc3c(CN4CCN(C)CC4)c(O)ccc3c2=O)cc1
  ? | .

# Five records drawn at random from the list so far:
# Values in the order: Lipid storage S3 | Lipid storage S3 cell count max
COc1cc2cc(CCCOC(=O)CCCC(=O)O)oc(=O)c2cc1OC
  ? | .
CCCOc1ccc(Cl)cc1CN1CCOCC1
  ? | .
CCN1CCN(c2nc(C)c3c(n2)CCCC3=O)CC1
  1% | 25
O=S(=O)(N/N=C1\CC(c2ccccc2)Oc2ccccc21)c1ccccc1 (centres undefined)
  1% | 10
CC(=O)c1ccc(S(=O)(=O)N2CCN(C(=O)CCC3CCCC3)CC2)cc1
  ? | .

# Next section.
# Values in the order: Lipid storage S3 | Lipid storage S3 cell count max
O=Cc1ccc(-c2ccccc2OC(F)(F)F)o1
  ? | .
COc1cc(S(=O)(=O)NCc2ccccn2)ccc1Cl
  i | .
Nc1cc2nn(-c3ccccc3)nc2cc1Cl
  4% | 27
NS(=O)(=O)c1ccc(NC(=S)NC2CC2)cc1
  -7% | 12
CCn1c(SCC(=O)Nc2nonc2C)nnc1-c1ccco1
  -1% | -4
COc1ccc(/C=N/NC(=O)c2nc(-c3ccccc3)n(-c3ccccc3)n2)cc1OC
  4% | 0
CCc1nn2c(=O)c(S(=O)(=O)Nc3ccc(C(C)C)cc3)c(C)nc2s1
  i | -13
CCN1C(=O)[C@H]2[C@@H](c3ccc(C)cc3)N3C(=O)N(c4ccc(C)cc4)C(=O)[C@@]3(CC)[C@H]2C1=O
  ? | .
C(=N\Nc1nc2ccccc2s1)/c1ccccn1
  ? | .
COc1cccc(CNC(=O)CSC(=S)N2CCCC2)c1
  ? | .
CN1CCN(c2ccc(NC(=O)CSc3ccccc3)cc2F)CC1
  ? | .
Cc1ccc(-n2c(Cl)c(Cl)[nH]c(=O)c2=O)cc1
  ? | .
Cc1ccc(S(=O)(=O)CC(=O)Nc2nccs2)cc1
  i[0.0737 µM] | 13
COC(=O)CCc1nc2ccccc2[nH]c1=O
  -24% | -21
COc1ccc(NC(=O)CN2CCCCCC2)cc1OC
  ? | .
COc1ccc([N+](=O)[O-])cc1-c1nc2ccccc2nc1-c1ccccc1
  ? | .
COc1ccc(-c2cc(C(=O)Nc3cccnc3)no2)cc1OC
  ? | .
Clc1ccccc1Cn1nnc2c(N3CCCC3)ncnc21
  ? | .
COc1cccc(-c2cc(C(F)(F)F)nc(-n3cccn3)n2)c1
  ? | .
COc1ccc(N(C)C(=S)Oc2ccc(C(=O)Nc3ccccc3)cc2)cc1
  ? | .
Cc1ccc(NC(=O)c2ccc3c(c2)NC(=O)CS3)nc1
  ? | .
C=CCNC(=S)N1CCN(c2ncc(C(F)(F)F)cc2Cl)CC1
  ? | .
CCCn1c(Nc2cccc(OC)c2)nc2ccccc21
  6% | -18
CC(=O)Oc1ccc2c(=O)c(N3C(=O)c4ccccc4C3=O)c(C)oc2c1C
  -3% | 6
CCCN(CC(=O)Nc1cc(Cl)ccc1Cl)C(=O)c1ccc2n[nH]nc2c1
  ? | .
CCC(C(=O)OC(C)C)c1ccc2ccccc2c1 (centres undefined)
  ? | .
COc1ccc(-c2cc(C(=O)NCCCN3CCCC3=O)c3ccccc3n2)cc1
  ? | .
O=C(NNC(=O)c1ccc([N+](=O)[O-])cc1)NC1CCCCC1
  -7% | 5
COCCNC(=S)N(CCc1c(C)[nH]c2ccc(Cl)cc12)Cc1cccnc1
  ? | .
COc1ccccc1N1CCN(C(=O)CSc2nnc3c4ccccc4n(CC(=O)O)c3n2)CC1
  -12% | 6
CN(Cc1cnn(C)c1)S(=O)(=O)c1cccc([N+](=O)[O-])c1
  i | .
N#CCc1nnc2n1-c1ccccc1CCC2
  ? | .
O=C(Nc1ccc(C(=O)O)cc1)/C(=C\C=C\c1ccccc1)NC(=O)c1ccccc1Cl
  ? | .
O=C(COC(=O)/C=C/c1cccs1)Nc1ccc2ccccc2c1
  23% | 0
COC(=O)c1sc2nc(C)nc(SCC(=O)C(C)(C)C)c2c1C
  6% | 11
CN(Cc1cccnc1)Cc1cn[nH]c1-c1ccc(-c2ccccc2)cc1
  ? | .
CCOC(=O)Cn1c(=O)n(Cc2ccccc2)c(=O)c2cccnc21
  8% | 5
COc1ccc2cc3cc(C(=O)N4CC(C)CC(C)C4)oc3nc2c1 (centres undefined)
  ? | .
O=[N+]([O-])c1ccc(/C=N/Nc2nc(NCc3ccccc3)nc(N3CCOCC3)n2)cc1
  ? | .
Cc1cccc2cc(CN(Cc3ccco3)C(=O)N3CCCC3)c(=O)[nH]c12
  ? | .
CCN(Cc1ccncc1)C(=O)CCc1nnc(CCc2ccccc2OC)o1
  -2% | 2
COc1cc(/C=C/C(=O)OCC(=O)NCc2ccco2)ccc1O
  ? | .
Cc1cc(/C([O-])=C(/C(=S)Nc2ccc(F)cc2)[n+]2ccccc2)c(C)n1-c1ccc(F)cc1
  ? | .
COc1ccccc1OCC(=O)OCC(=O)Nc1sccc1C(N)=O
  ? | .
COC(=O)c1ccc(OC(=O)N2CCOCC2)cc1
  ? | .
Cc1ccc(/C=c2/sc3nnc(-c4ccccc4Cl)n3c2=O)o1
  10% | -18
CCOC(=O)c1cc2c(=O)n3ccccc3nc2n(Cc2ccco2)c1=NC(=O)c1cccnc1
  -25% | -17
Cc1nc(NC(=O)c2ccc(F)cc2)sc1C(=O)Nc1ccc2c(c1)CCC2
  ? | .
COc1cc(SC)ccc1C(=O)Nc1ccc2ncccc2c1
  -20% | 20
CC1CN(CC(=O)c2c(N)n(Cc3ccccc3)c(=O)n(C)c2=O)CC(C)O1 (centres undefined)
  ? | .
Cn1cccc1CC(=O)N/N=C/c1ccc(Cl)c([N+](=O)[O-])c1
  13% | 11
O=C(c1ccc2c(c1)OCO2)N1CCN(c2ncccn2)CC1
  ? | .
COc1ccc(CN2CCN(C(=O)CC(C)C)CC2)c(OC)c1OC
  5% | -13
O=C(O)C(Sc1ccncn1)c1ccccc1 (centres undefined)
  ? | .
COc1cccc(OC)c1C(=O)N1CCN(S(=O)(=O)c2ccccc2)CC1
  i | .
COc1ccc(/C=C/C(=O)c2cc(Br)ccc2O)cc1OC
  ? | .
Cc1nnc(NC(=O)c2oc3c(ccc4ccccc43)c2C)s1
  ? | .
O=C(c1ccccc1Cc1ccccc1)N1CCN(S(=O)(=O)c2ccccc2)CC1
  ? | .
CCC(CC)=NNc1cccc([N+](=O)[O-])c1
  -8% | -14

# Shown with values ahead of the structure: entries from further up.
Lipid storage S3	Lipid storage S3 cell count max	SMILES
?	.	COc1ccccc1OCC(=O)OCC(=O)Nc1sccc1C(N)=O
?	.	COC(=O)c1ccc(OC(=O)N2CCOCC2)cc1
10%	-18	Cc1ccc(/C=c2/sc3nnc(-c4ccccc4Cl)n3c2=O)o1
-25%	-17	CCOC(=O)c1cc2c(=O)n3ccccc3nc2n(Cc2ccco2)c1=NC(=O)c1cccnc1
?	.	Cc1nc(NC(=O)c2ccc(F)cc2)sc1C(=O)Nc1ccc2c(c1)CCC2
-20%	20	COc1cc(SC)ccc1C(=O)Nc1ccc2ncccc2c1

# The list is partial (hit frequency here may not be typical).
